STEP inh: STEP phosphatase inhibitors, primary screen, biochemical, fluorescence intensity, uHTS; Tyrosine-protein phosphatase non-receptor type 5 (Homo sapiens), P54829; recombinant STEP, OMFP fluorogenic substrate; inhibition, % at 20 µM; 360,000 compounds, 0.25% hits;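 active = inhibition at 20 µM, scaled per plate between control wells, above about 37%, limit read from the data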;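 also: 0% = DMSO with enzyme and substrate and 100% = substrate only without enzyme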
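System: isolated STEP enzyme; schedule: 20 min enzyme reaction at room temperature, protected from light; medium: Bis-Tris buffer pH 6.0, 2.5 mM DTT, 0.005% Tween 20; signal: fluorescence, 480/540 nm; dosing: single compound dose of 20 µM, 1% DMSO final; also added: OMFP substrate, 25 µM final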
LMPTP block: LMPTP phosphatase inhibitors, primary screen, biochemical, fluorescence intensity, uHTS; AID 651560, 2012; inhibition, % at 20 µM; recombinant LMPTP-A, OMFP fluorogenic substrate; Low molecular weight phosphotyrosine protein phosphatase (Homo sapiens), P24666; 360,000 compounds, 0.22% hits;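 active = compounds that cut the enzyme signal by at least half of the control window in the single-dose screen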;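 also: plate controls were DMSO wells with enzyme plus substrate for no effect and substrate without enzyme for full effect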
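Assay system: LMPTP-A phosphatase enzyme | Input: 0.625 nM enzyme | Also added: Fluorogenic phosphatase substrate OMFP at 400 µM final | Compound dosing: One test concentration per compound, 20 µM, with 3% DMSO overall | Schedule: 50 min enzyme reaction at room temperature, protected from light | Signal: Fluorescence intensity | Benchmarks: no-enzyme and uninhibited controls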
Rin1-Abl PPI inh: inhibitors of Rin1-Abl protein binding, primary screen, biochemical, TR-FRET; Tyrosine-protein kinase ABL1 (Homo sapiens) + Ras and Rab interactor 1 (Homo sapiens), …; 360,000 compounds, 0.4% hits; inhibition, % at 7.35 µM; AID 588664, 2011; in the data active = inhibition above about 5%, passing the limit was not always enough
Rpn11 block: Rpn11 (PSMD14) deubiquitinase inhibitors, primary screen, biochemical, fluorescence polarization, uHTS; 26S proteasome non-ATPase regulatory subunit 14 (Homo sapiens), O00487; human 26S proteasome, Ub4-pepOG fluorescence polarization; 20S core pre-blocked with epoxomicin; calls only at 20 µM; 360,000 compounds, 0.59% hits; AID 588493, 2011;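 active = inhibition at 20 µM, scaled to each plate's controls, above about 33%, limit read from the data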
Scp-1 inhibitor: Scp-1 phosphatase inhibitors, primary screen, biochemical, colorimetric, uHTS. Carboxy-terminal domain RNA polymerase II polypeptide A small phosphatase 1 (Homo …. Recombinant Scp1, phosphopeptide, malachite green phosphate absorbance. inhibition, % at 20 µM. 340,000 compounds, 0.88% hits. AID 493091, 2011;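 active = inhibition above about 50% at 20 µM, limit read from the data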;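 also: plate controls were DMSO wells with enzyme for no effect and wells lacking enzyme for full effect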
Target sequence (Q9GZU7 76-261 limits assumed): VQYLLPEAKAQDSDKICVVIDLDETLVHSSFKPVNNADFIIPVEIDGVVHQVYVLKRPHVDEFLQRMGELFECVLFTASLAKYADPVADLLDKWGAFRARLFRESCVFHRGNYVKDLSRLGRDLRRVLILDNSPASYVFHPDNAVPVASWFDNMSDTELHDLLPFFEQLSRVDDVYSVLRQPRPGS
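Assay system: SCP-1 catalytic fragment, aa 76-261 | Buffer or medium: Tris acetate buffer pH 5.5 with MgCl2 and Tween-20 | Compound: One concentration, 20 µM, with 1.0% DMSO | Also added: Phospho 17-mer peptide substrate | Signal: Absorbance at 630 nm | Incubation: 45 min enzyme reaction at room temperature | Measure: % inhibition of SCP-1 phosphate liberation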
DNMT1 inh: human DNMT1 methyltransferase inhibitors, primary screen, biochemical, molecular beacon, fluorescence, HinP1I cleavage, uHTS | inhibition (reported as % activation of signal), % at 10 µM | DNA (cytosine-5)-methyltransferase 1 (Homo sapiens), P26358 | 360,000 compounds, 0.83% hits | AID 588458, 2011; in the data active = inhibition above about 50%
CSN deneddyl inh: inhibitors of CSN-mediated cullin deneddylation, primary screen, biochemical, fluorescence polarization, uHTS; AID 651999, 2013; inhibition, % at 12.5 µM; Purified CSN, SCF-Nedd8-OG deneddylation; 360,000 compounds, 0.38% hits; COP9 signalosome complex subunit 5 (Homo sapiens), Q92905;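 active = pattern-corrected inhibition above about 35%, with an unprinted fluorescence ratio check between 0.5 and 1.5, limit read from the data, passing the limit was not always enough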;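 also: 0% = enzyme with substrate and 100% = substrate without enzyme; some results filed as inactive read as strong as hits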
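Test system: purified human Csn5 enzyme expressed in HEK293T cells. Amount: 0.24 nM enzyme. Reagent: SCFSkp2-Nedd8OG substrate at 10 nM final. Schedule: 90 min incubation of compound, enzyme and substrate at room temperature. Detection: fluorescence polarization. Read-out: % inhibition of substrate cleavage by Csn5.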
SUMO1 PPI mod: modulators of SUMO1 protein-protein interactions, primary screen, biochemical, uHTS | Small ubiquitin-related modifier 1 (Homo sapiens), P63165 | SUMO1 binding to a labelled peptide, TR-FRET, 1 h | inhibition, % at 20 µM | 360,000 compounds, 0.33% hits; in the data active = inhibition above about 37%
Target sequence (P63165 whole entry, looked up): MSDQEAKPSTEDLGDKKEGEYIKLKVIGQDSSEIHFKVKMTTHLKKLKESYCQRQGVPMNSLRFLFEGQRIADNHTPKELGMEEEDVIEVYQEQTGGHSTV
NadD inh: inhibitors of S. aureus NadD, primary screen, biochemical, colorimetric, uHTS | purified NadD enzyme, colorimetric absorbance read-out | 360,000 compounds, 0.78% hits | Nicotinate-nucleotide adenylyltransferase NadD (Staphylococcus aureus N315) | inhibition, % at 20 µM; in the data active = inhibition above about 26%; also: some compounds past the cut are filed as inactive
Neddyl block: inhibitors of cullin neddylation, primary screen, biochemical, TR-FRET, uHTS, NAE and Ubc12 | calls only at 25 µM | NEDD8-conjugating enzyme Ubc12 (Homo sapiens) + NEDD8-activating enzyme E1 regulatory … | AID 651699, 2012 | 360,000 compounds, 0.58% hits; in the data active = inhibition above about 36%
Target sequence (P61081 whole entry, looked up): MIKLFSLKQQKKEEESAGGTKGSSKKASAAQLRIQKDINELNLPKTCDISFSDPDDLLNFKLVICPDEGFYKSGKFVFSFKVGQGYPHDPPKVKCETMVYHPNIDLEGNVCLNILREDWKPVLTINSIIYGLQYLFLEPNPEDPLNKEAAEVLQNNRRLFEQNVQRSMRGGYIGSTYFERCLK
Target sequence (Q13564 whole entry, looked up): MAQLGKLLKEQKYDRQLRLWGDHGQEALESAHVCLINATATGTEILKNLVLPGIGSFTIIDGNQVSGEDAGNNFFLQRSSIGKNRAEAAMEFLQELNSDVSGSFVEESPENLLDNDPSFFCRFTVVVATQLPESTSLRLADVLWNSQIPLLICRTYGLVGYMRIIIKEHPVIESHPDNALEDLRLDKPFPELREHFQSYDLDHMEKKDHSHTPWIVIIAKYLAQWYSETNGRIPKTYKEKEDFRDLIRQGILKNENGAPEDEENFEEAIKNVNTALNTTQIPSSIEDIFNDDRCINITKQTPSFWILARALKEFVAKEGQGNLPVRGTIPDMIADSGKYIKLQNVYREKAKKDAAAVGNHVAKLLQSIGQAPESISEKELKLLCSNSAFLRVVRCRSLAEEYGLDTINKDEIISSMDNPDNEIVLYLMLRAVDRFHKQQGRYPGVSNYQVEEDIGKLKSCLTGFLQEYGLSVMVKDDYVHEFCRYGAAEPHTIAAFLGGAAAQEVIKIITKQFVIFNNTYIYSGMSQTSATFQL
* = called active by the depositor; i = inactive; x = not tested or not shown.

SMILES	STEP inh	LMPTP block	Rin1-Abl PPI inh	Rpn11 block	Scp-1 inhibitor	DNMT1 inh	CSN deneddyl inh	SUMO1 PPI mod	NadD inh	Neddyl block
CCOc1cc(CNCc2ccc(C(=O)O)cc2)ccc1OC	-3	-1.1	3	i	-3	-1	-4	-5	-3	i
NCCCC[C@H]1CNC(=S)N1CCc1cccc(F)c1	0	-3.9	2	i	-4	5	-1	-25	-6	i
Cc1ccc2ccc(C(Nc3ccccc3)c3ccc(Cl)cc3)c(O)c2n1 (stereo not given)	x	9.2	x	x	x	x	-2	-3	x	i
COc1ccc(CNC(=O)C(=O)NCC2OCCN2S(=O)(=O)c2ccc(C)cc2)cc1 (stereo not given)	0	0.9	0	i	-5	0	0	-2	-3	i
Nc1nnc(SCC(=O)NC2CCCCCCC2)s1	-1	-1.6	-3	i	-3	1	0	7	-1	i
CNc1nc(Oc2ccc3sc(C)nc3c2)c2sccc2n1	-2	1.5	-5	i	x	-1	-3	1	-7	i
CCOc1ccccc1-c1nc(-c2ccc(NC(=O)Cc3ccc(OC)cc3)cc2)no1	-2	3.4	-6	i	-5	47	7	-1	4	i
O=C(Nc1cccn2ncnc12)C(Cl)Cl	-2	0.2	-2	i	-5	4	7	3	1	i
COCCNC(=O)Nc1ccc(F)cc1	-2	-1.0	1	i	-10	2	0	2	9	i
COC(=O)c1ccccc1Oc1ccc(NC(=O)c2ccco2)cc1	-2	-0.5	2	i	-1	-5	0	4	-4	i
COc1cc(NC(=O)c2ccc(-c3cccc([N+](=O)[O-])c3)o2)ccc1NC(=O)C(C)C	0	3.4	4	i	-5	2	2	3	5	i
COc1ccc(N2CC(C(=O)Nc3cccc(S(=O)(=O)N4CCCC4)c3)CC2=O)c(OC)c1 (stereo not given)	0	-0.7	1	i	-2	-1	-1	-4	-1	i
CCCc1cc(-c2n[nH]c(C)c2-c2ccc(C(=O)OCC)o2)c(O)cc1O	-4	-5.5	-1	i	-3	-18	3	0	-3	i
Cc1cc(C(=O)CN2c3cccc4cccc(c34)S2(=O)=O)c(C)n1C	-1	3.1	-2	i	-1	6	12	-10	18	i
COc1cc(C(=O)Nc2nnc(C(C)(C)C)s2)c([N+](=O)[O-])cc1OC	1	-1.3	-1	i	-2	-1	-5	-9	-4	i
O=C(c1ccccc1Cl)N1CCN(S(=O)(=O)c2cccs2)CC1	-1	-1.4	2	i	-5	4	-3	0	-1	i
CC(/C=N/NC(=O)c1nnn(-c2nonc2N)c1C)=C\c1ccccc1	7	15	2	i	12	24	-1	2	15	i
Cc1ccc2[nH]c(=O)c(CN(CCN3CCOCC3)C(=O)Nc3ccccc3F)cc2c1	-4	-0.3	4	i	8	0	-1	-3	1	i
Oc1ccc(NC(=S)Nc2ccc(F)cc2)cc1	0	1.0	-2	i	-2	1	-2	6	1	i
O=C(Nc1ccnn1C1CCN(C2CCOCC2)CC1)c1cccc(F)c1	0	0.7	3	i	-1	1	-2	-4	2	i
C=CCNc1nc(Nc2ccc([N+](=O)[O-])cc2)nc(OC)n1	-2	-2.0	2	i	-2	6	-6	-11	-4	i
CS(=O)(=O)N1CCC(C(=O)NCCC2=CCCCC2)CC1	0	0.5	1	i	-8	6	2	0	-5	i
CC(C)(C)NC(=O)CN(Cc1cccs1)C(=O)C1COc2ccccc2O1 (stereo not given)	3	-0.9	0	i	-4	-1	-7	-2	-2	i
CN(C)Cc1c(C#N)c2ccccc2n1C	4	-0.2	-5	i	2	1	3	-5	-4	i
Cn1c(=O)c2c(nc(CN3CCN(C(=O)c4ccco4)CC3)n2Cc2cccc(Cl)c2)n(C)c1=O	-2	-0.7	7.1*	i	-5	-2	-2	5	7	i
CN1C(=O)c2cccc3c(Br)ccc(c23)C1=O	4	1.8	-1	i	-9	18	5	-29	-4	i
COc1ccc(Cl)cc1NC(=S)NCc1ccco1	-2	0.0	0	i	-14	-4	-5	-5	-3	i
O=C(N[C@@H](Cc1ccccc1)C(=O)OCC(=O)N1CCOCC1)c1cccs1	-3	1.4	1	i	-4	-2	0	1	-5	i
CC(C)CN(C(=O)COC(=O)c1cc(=O)[nH]c2ccccc12)c1c(N)n(Cc2ccccc2)c(=O)[nH]c1=O	-3	-0.5	1	i	-6	4	7	-20	7	i
COc1ccc(C(C2C(=O)CC(C)(C)CC2=O)C2C(=O)CC(C)(C)CC2=O)cc1CO	2	-2.5	-2	i	0	0	-3	4	-2	i
Cc1cc(NC(=S)Nc2cccnc2)ccc1Br	-3	-1.1	5	i	-12	5	1	1	-11	i
c1ccc(N=Nc2cn[nH]c2-c2ccco2)cc1	2	2.6	-2	i	-11	0	1	-13	-9	i
COc1ccc(OC)c(S(=O)(=O)Nc2ccc3c(c2)n(C)c(=O)n3C)c1	2	-1.6	2	i	1	1	2	-2	5	i
COc1ccccc1C(=O)N/C(=C/c1ccc2c(c1)OCO2)C(=O)Nc1ccc(C(=O)O)cc1	4	-0.8	-1	i	49	7	0	-4	-7	i
CC(=O)Nc1c(OC(C)=O)ccc2c(C)cc(=O)oc12	0	-1.0	0	i	-5	-4	0	-1	-5	x
N#Cc1c(-c2ccccc2)oc(=O)c2ccccc12	2	0.7	-1	i	-8	3	-2	-15	-4	i
Cc1nc2scc(-c3cccs3)c2c(=O)n1CC(=O)O	-3	-1.8	0	i	-5	2	11	3	1	i
O=c1cc(CN2CCOCC2)c2ccccc2o1	2	-0.4	2	i	x	-1	-5	0	0	i
CCOC(=O)C1=C(COC(=O)c2cccc(Br)c2)NC(=O)NC1C (stereo not given)	1	-0.5	0	i	7	1	-4	6	2	i
Cc1cccc(N2CCN(C(=O)COc3ccc4c(c3)CCC4)CC2C)c1 (stereo not given)	-1	1.3	2	i	0	0	7	4	0	i
Cc1ccc(S(=O)(=O)N(C)C)cc1NC(=S)Nc1ccc2cn[nH]c2c1	1	-1.5	-2	i	-3	-3	1	8	-3	i
CN(C)c1ccc(/C=c2\sc3n(c2=O)CCCN=3)cc1	-2	1.3	-18	x	-7	3	25	-40	-7	i
COc1ccc(OCC(=O)N2c3ccccc3CCc3ccccc32)cc1	1	-1.0	1	i	-1	-1	-7	1	0	i
Cc1ccc(C(=O)O)cc1NC(=S)NC(=O)c1ccc(COc2ccccc2)cc1	9	2.4	-1	i	50*	3	4	-3	14	i
O=C(NCc1ccco1)c1ccccc1Nc1ccc(F)cc1	-2	2.3	0	i	-4	-5	6	7	-1	i
O=C(c1ccc(CS(=O)Cc2cccc(Cl)c2)o1)N1CCN(c2ccc(F)cc2)CC1 (stereo not given)	-1	-0.1	-1	i	x	-1	0	1	1	i
COc1ccc(CN2CCCCC2C)cc1OC (stereo not given)	-2	-1.5	1	i	-3	4	-4	0	1	i
COC(=O)c1c(C)[nH]c(C(=O)CN2C(=O)NC3(CCOc4ccccc43)C2=O)c1C (stereo not given)	0	0.0	1	i	-10	-3	-1	-1	-4	i

Ordered by the number under NadD inh (ascending): four of the compounds above
SMILES	STEP inh	LMPTP block	Rin1-Abl PPI inh	Rpn11 block	Scp-1 inhibitor	DNMT1 inh	CSN deneddyl inh	SUMO1 PPI mod	NadD inh	Neddyl block
O=C(c1ccccc1Cl)N1CCN(S(=O)(=O)c2cccs2)CC1	-1	-1.4	2	i	-5	4	-3	0	-1	i
O=C(Nc1cccn2ncnc12)C(Cl)Cl	-2	0.2	-2	i	-5	4	7	3	1	i
COc1cc(NC(=O)c2ccc(-c3cccc([N+](=O)[O-])c3)o2)ccc1NC(=O)C(C)C	0	3.4	4	i	-5	2	2	3	5	i
COCCNC(=O)Nc1ccc(F)cc1	-2	-1.0	1	i	-10	2	0	2	9	i

Carrying on.
SMILES	STEP inh	LMPTP block	Rin1-Abl PPI inh	Rpn11 block	Scp-1 inhibitor	DNMT1 inh	CSN deneddyl inh	SUMO1 PPI mod	NadD inh	Neddyl block
Cc1ccc(N2C(=O)C(CN3CCCCC3)C2c2ccccc2)cc1 (stereo not given)	2	-0.8	5	i	-4	5	10	-3	-8	i
Cc1c(C=O)c2ccccn2c1C(=O)c1ccncc1	2	-1.5	-3	i	5	4	1	-17	-3	i
COc1ccc(CN2C(=O)C(CC(=O)NC3CCCCC3)CC(C(=O)N(C)C)=C2C)cc1 (stereo not given)	-1	-1.3	-4	i	x	1	3	-3	2	i
CC(C)(C)CC(=O)NC(=S)NCCc1ccccc1	-1	1.6	1	i	-2	-1	-2	1	-6	i
CCOc1ccc(NC(=O)CSc2nnc(CCNC(=O)c3ccc(OC)cc3)n2C)cc1	-2	0.6	-1	i	-14	1	2	-5	-3	i
O/N=C/CCn1c(=S)sc2ccccc21	1	-0.6	-2	i	6	6	0	-3	0	i
Cc1noc(C)c1-c1nc(CS(=O)(=O)c2ccccc2)no1	-4	0.0	0	i	-7	1	0	0	-3	i
C=C(C)CSc1ncc(-c2cccc(C(F)(F)F)c2)cn1	1	4.7	3	i	-4	9	2	3	4	i
CCOc1cc(C(C#N)N2CCOCC2)ccc1OC (stereo not given)	-3	-0.6	-1	i	4	-4	-4	2	-4	i
O=C(CSc1nnc(-c2ccco2)n1CC1CCCO1)NC1CCCC1 (stereo not given)	4	-1.4	-5	i	5	1	2	-2	-8	i
Cc1ccc(NC(=O)Cn2cnc3ccccc32)cc1C	1	0.2	2	i	-2	1	-4	2	2	i
Cc1ccc(C)c(NC(=S)N/N=C2\CCc3ccccc32)c1	1	3.8	-2	i	-13	-4	2	-1	11	i
CC(NCC(=O)Nc1ccccc1C(=O)NC1CC1)c1ccc(S(C)(=O)=O)cc1 (stereo not given)	-2	-1.1	2	i	-1	0	-3	0	-3	i

Source: PubChem
